Dynein transport: blocks dynein driven cargo transport along microtubules | 3617.4 mouse cells, GR-EGFP nuclear translocation imaging; test concentration mostly 20 µM; stimulated with dexamethasone, 1 µM; active compounds read low | z-score, hits read low | 0.47% of 220,000 active;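 active means plate z-score of nuclear minus cytoplasmic receptor signal below a set negative limit, without overly bright fluorescence or cell loss, cut at about -3.5 in these data, passing the limit was not always enough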;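 further: z-score of nuclear minus cytoplasmic ring GR-EGFP intensity difference per well; some compounds called inactive have numbers as strong as hits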
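Schedule: 48 h induction, then 1 h compound, then 30 min agonist, 37 °C. Buffer or medium: tetracycline-free induction medium containing charcoal-stripped FBS. Reagent: 1.0 µM final dexamethasone stimulus. Evaluation: nuclear versus cytoplasmic GR-EGFP signal, averaged per well. Signal: high-content fluorescence imaging after fixation.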
T cell modulator: T cell immune modulators affecting CD8 T cell-vesicle binding | 2C CD8+ T cell-vesicle binding, flow cytometry; active compounds read low | calls only at 7 µM | 0.068% of 330,000 active;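 active means response, share of CD8 T cells binding vesicles, and their 90th percentile fluorescence all below set limits, cut at about 80% in these data, passing the limit was not always enough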
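incubation = binding step 1.5 h, 37 °C, antibody labelling 20 min, ice | test system = 2C mouse CD8+ T cells | read-out basis = percent CD8+ FL2 mean versus row control | controls = Peptide-free naked vesicles (low) and QL9 vesicles with 0.7% DMSO vehicle (high) | detection = flow cytometry of vesicle-bound cells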
MT stabilize HCS: microtubule stabilizers in HeLa cells; AID 2205; 0.83% of 200,000 active; HeLa tubulin immunostaining HCS, 24 h; share of cells brighter than vehicle mean+2SD; % tubulin-high responders, % at 10 µM;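 active means plate Z-score above 3 for both tubulin-high and condensed-nucleus cell shares, with cell loss under 80%, at 10 µM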;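 further: anti alpha tubulin signal scored within the nucleus-defined area of each cell; some results filed as inactive read as strong as hits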
bCat nuc transl: modulators of beta-catenin nuclear translocation. AID 1665. 0.3% of 190,000 active. nuclear translocation activity, % at 5 µM. HeLa beta-catenin nuclear translocation, immunofluorescence imaging;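 active means nuclear translocation activity above 50% at 5 µM, with a well cell count of 50 or more; inconclusive means wells under 50 cells across six images, flagged as toxic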;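 further: per-cell ratio of nuclear to cytoplasmic median beta-catenin stain intensity; plate controls were DMSO negative control for no effect and GSK-3 inhibitor IX positive control for full effect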
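Read-out: Nuclear/cytoplasmic beta-catenin signal ratio, % activation | Assay system: Human HeLa cell line | Times: 24 h compound exposure at 37°C, 5% CO2 | Signal: Fluorescence imaging of beta-catenin antibody stain plus DAPI | Dosing: 5 µM primary, 0.02–20 µM confirmation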
Autophagy HCS: autophagy modulation, high-content screen; calls only at 10 µM (by protocol); MEF GFP-LC3 puncta imaging; test concentration mostly 10 µM; 0.98% of 190,000 active;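 active means percentage of spot-positive cells more than 3 SD above its plate mean, without a fluorescence outlier flag or 80% toxicity; inconclusive means no clear call, values can overlap the other calls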;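 further: spot-positive cell cutoff set from DMSO-treated cells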
P. falciparum M1AAP: malaria alanyl aminopeptidase activity blockers – biochemical, fluorogenic H-Leu-NHMec substrate, 1536-well (AID 1445) | 0.42% of 220,000 active | recombinant M1AAP, H-Leu-NHMec fluorogenic kinetic assay; higher % means a stronger effect | one-dose inhibition, % at 30 µM; IC50 in µM for titrated hits;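 active means primary inhibition above the hit cutoff, then over 50% inhibition at one or more dose response concentrations, cut at about 23% in these data, passing the limit was not always enough; inconclusive means conflicting primary data, or primary hits not chosen for dose response; inactive means low primary inhibition, or under 50% at every dose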;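 further: plate controls were DMSO full reaction for no effect and no enzyme background for full effect; strong numbers were not always called active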
WT yeast gro inh: growth inhibition of WT yeast, mitochondrial fusion screen; inhibition, % at 10 µM; 2.1% of 190,000 active; mitochondrial fusion phenotypic screen, WT strain; AID 1362; in the data active means inhibition above about 58%; tested in S. cerevisiae
M17LAP inhibition: P. falciparum M17LAP inhibitors, primary screen, biochemical, fluorogenic H-Leu-NHMec substrate, 1536-well (AID 1619); recombinant M17LAP, H-Leu-NHMec fluorogenic kinetic assay; higher % means a stronger effect; inhibition, % at 30 µM; hits with a dose series show IC50 in µM; 0.38% of 220,000 active;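 active means compound inhibiting the enzyme by more than half at any dose during confirmatory dose-response retesting; inconclusive means strong single-dose inhibitors picked by rank but not retested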;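 further: plate controls were full reaction with DMSO carrier for no effect and no enzyme background for full effect; strong numbers were not always called active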
Yfh1-off respiration: mitochondrial function rescue without frataxin homolog – Friedreich's ataxia, plus single-dose screen, dose response (AID 1465); S. cerevisiae Yfh1-off respiration, WST-1 reduction, 72 h; higher fold induction means a stronger effect; fold induction at 50 µM, or EC50 in µM where a hit was titrated; 0.074% of 220,000 active;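 active means fold induction of absorbance versus untreated yeast above a set limit, then at least 30% activation at any dose in follow-up; inconclusive means repeats straddling the limit, or above it without dose testing; inactive means fold induction below the set limit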;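 further: activators that raise dye reduction in frataxin-depleted yeast; strong numbers were not always called active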
WT yeast gro inh mutant strain: second read-out of WT yeast gro inh, no call of its own (marks repeat the call); inhibition, %; mitochondrial fusion phenotypic screen, mutant strain inhibition
Dynein transport cytoplasmic EGFP: second read-out of Dynein transport, no call of its own (marks repeat the call); z-score; measured here: cytoplasmic GR-EGFP intensity; active compounds read high
Dynein transport nuclear GR-EGFP: further read-out of Dynein transport, marked with its call; z-score; measured here: nuclear GR-EGFP intensity;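 lower value marks the stronger effect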
Dynein transport cell count: also measured in Dynein transport; calls as there; z-score; measured here: cell count per field
bCat nuc transl cell count 5 µM: second read-out of bCat nuc transl, no call of its own (marks repeat the call); cell count; measured here: cell count, cytotoxicity flag
T cell modulator vesicle-bound %: second read-out of T cell modulator, no call of its own (marks repeat the call); double positive events, %; measured here: CD8+ vesicle-bound cell fraction;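 binding gate set so that unloaded-vesicle control wells show 10% double positive cells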
MT stabilize HCS Hoechst-high %: also measured in MT stabilize HCS; calls as there; % Hoechst-high responders; measured here: nuclear condensation Hoechst responders;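 share of cells brighter than vehicle mean plus two SD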
MT stabilize HCS cytotoxicity %: recorded beside MT stabilize HCS, whose call it bears; toxicity, %; measured here: cytotoxicity by cell density;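 0% = mean cell density of plate MIN control wells and 100% = no cells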
Autophagy HCS cell loss 18 h: recorded beside Autophagy HCS, whose call it bears; toxicity, %; measured here: cell loss, nuclei count;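 cell loss after 18 h compound exposure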
An asterisk follows results filed as active; i = inactive; u = inconclusive; x = no result given; + = active, no number.

SMILES	Dynein transport	Dynein transport cytoplasmic EGFP	Dynein transport nuclear GR-EGFP	Dynein transport cell count	T cell modulator	T cell modulator vesicle-bound %	MT stabilize HCS	MT stabilize HCS Hoechst-high %	MT stabilize HCS cytotoxicity %	bCat nuc transl	bCat nuc transl cell count 5 µM	Autophagy HCS	Autophagy HCS cell loss 18 h	P. falciparum M1AAP	WT yeast gro inh	WT yeast gro inh mutant strain	M17LAP inhibition	Yfh1-off respiration
C[C@H](NC(=O)c1[nH]cnc1C(=O)Nc1ccc(Cl)cc1)C(=O)OC(C)(C)C	0.16	-0.76	0.19	-0.36	i	26	x	x	x	-1.0	1410	x	x	-13%	x	x	-12%	i
CCCc1nnc(SCC(=O)N2C(C)CCCC2C)n1CC (stereo unspecified)	1.7	-0.31	1.2	-0.32	i	37	2.3	2.1	5.1	-0.5	1151	i	1	-2%	5	4	18%	i
C/C(=N\NC(=O)C1CC1)c1cccc(NC(=O)c2cccc(Cl)c2)c1	-0.89	-0.15	-0.22	0.025	i	41	2.4	1.9	7.2	-4.6	1109	i	11	-2%	0	0	1%	i
Cc1cc(N=CC2=C(O)CCCC2=O)no1	-0.42	-0.18	-0.17	0.36	i	35	1.3	1.5	4.5	-4.0	951	i	9	8%	-12	-4	12%	i
O=C(Nc1ccccc1)c1ccc(CSc2ccccn2)cc1	0.61	-0.074	0.61	0.41	i	61	2.3	1.1	9.0	-3.6	934	i	-29	0%	-2	21	-1%	i
C=C(C)c1cccc(C(C)(C)NC(=O)Nc2ccc3[nH]c(=O)[nH]c3c2)c1	1.9	-0.081	1.6	-1.6	i	54	4.7	3.3	5.6	-7.4	1213	i	-13	0%	3	3	7%	i
CC(C)(C)CC(C)(C)NC(=O)CSCC(=O)Nc1ccc2ccccc2c1	0.38	-0.29	0.19	1.7	i	8	3.6	2.2	7.6	0.7	1054	i	14	-3%	68*	57*	4%	i
CCOC(=O)C1=C(CN2CCCCCC2)NC(=O)NC1c1ccc2c(c1)OCO2 (stereo unspecified)	0.27	-0.16	0.21	-0.13	i	23	3.3	1.7	13	-0.6	1120	i	25	10%	-14	-24	-19%	i
CC(=O)c1cccc(NC(=O)NCc2cccs2)c1	0.84	-0.24	0.47	-0.18	i	34	4.2	2.2	3.6	-0.1	1201	i	23	0%	12	15	5%	i
O=C(NCC(=O)N(Cc1ccco1)C(C(=O)NC1CCCC1)c1cccnc1)c1cccs1 (stereo unspecified)	0.75	-0.29	0.94	-1.2	i	32	5.6	3.3	6.5	1.9	1096	i	-12	2%	2	4	4%	i
O=C(O)COc1ccccc1/C=N/NC(=O)c1cc2ccccc2cc1O	0.77	-0.22	0.26	-0.6	i	38	x	x	x	1.8	1289	x	x	22%	x	x	27%	i
CCC(C)(C)NC(=O)/C=C/c1ccc(OC)c(S(=O)(=O)N2CCOCC2)c1	-0.16	-0.26	-0.32	0.065	i	36	4.5	2.0	1.4	1.6	899	i	8	-8%	9	0	-2%	i
Cc1c2cccn2cc[n+]1C	0.19	-0.21	-0.095	0.43	+	3.4*	2.8	1.5	1.0	-3.7	1121	i	1	11%	9	26	2%	i
CCCCOc1ccc(-c2nc(/C=N/c3nccs3)c(O)o2)cc1	1.5	-0.19	0.93	-0.67	i	24	2.7	3.2	8.0	-1.8	1128	i	-18	5%	-1	-9	-2%	i
CCOC(=O)c1[nH]ncc1CN1CCCC(C(=O)c2cccc(OC(C)C)c2)C1 (stereo unspecified)	0.3	0.12	-0.0043	0.53	i	52	2.3	0.9	8.0	1.6	945	i	21	-2%	3	-10	-2%	i
O=C(COC(=O)c1ccccn1)Nc1ccccc1OC(F)F	0.89	-0.28	0.7	-0.7	i	24	5.1	2.5	6.2	0.0	1109	i	37	-2%	-12	0	-2%	i
Cc1cc(C)cc(OCC(=O)OCC(=O)NCc2ccco2)c1	0.39	-0.29	0.26	1.9	i	9	2.5	3.1	9.0	x	x	i	17	5%	9	9	5%	i
N#C/C(=C(/O)c1cccs1)c1nnc2n1CCCCC2	1.7	-0.27	1.1	-0.64	i	26	2.9	3.3	6.4	-0.8	1098	i	2	5%	-13	0	0%	i
O=C1CCC(C(=O)N(Cc2ccco2)C2(C(=O)NC3CCCC3)CCCCC2)N1 (stereo unspecified)	0.19	-0.32	0.015	0.26	i	43	1.1	1.4	3.8	x	x	i	-5	13%	-17	-2	-4%	i
COc1ccc(NC(=O)c2cc3cc(OC)ccc3oc2=N)cc1	0.19	-0.14	0.54	-0.51	i	28	7.1	2.3	12	-0.7	1163	i	-10	1%	-2	-1	-6%	i
CCc1nnc(N/N=C/c2cccs2)n1N	-0.15	-0.3	-0.43	-0.083	i	19	5.0	2.9	3.8	x	x	i	-19	8%	2	-6	17%	i
O=C1S/C(=C\c2ccc(N3CCOCC3)o2)C(=O)N1Cc1c(F)cccc1Cl	-1.5	29	4	-0.75	i	56	3.9	1.7	7.4	1.0	1317	i	-10	13%	18	34	47%	i
COc1ccc(NN=Nc2nc3c([nH]2)c(=O)n(C)c(=O)n3C)cc1	-0.54	-0.2	-0.2	0.36	i	25	x	x	x	0.2	1163	x	x	7%	x	x	4%	i
COc1ccc(Nc2nc(-c3ccc(OC)cc3)cs2)cc1	-0.83	-0.23	-0.3	0.89	i	22	4.2	2.7	1.2	-0.5	1126	i	26	3%	-3	-2	0%	i
O=C(CSc1nc(-c2ccccc2)cc(C(F)(F)F)n1)NCCN1CCOCC1	0.17	-0.22	-0.1	0.63	i	22	1.8	2.0	3.1	x	x	i	-1	-3%	x	x	-1%	i
Continued.
SMILES	Dynein transport	Dynein transport cytoplasmic EGFP	Dynein transport nuclear GR-EGFP	Dynein transport cell count	T cell modulator	T cell modulator vesicle-bound %	MT stabilize HCS	MT stabilize HCS Hoechst-high %	MT stabilize HCS cytotoxicity %	bCat nuc transl	bCat nuc transl cell count 5 µM	Autophagy HCS	Autophagy HCS cell loss 18 h	P. falciparum M1AAP	WT yeast gro inh	WT yeast gro inh mutant strain	M17LAP inhibition	Yfh1-off respiration
COc1ccccc1N1CCN(S(=O)(=O)c2ccc3c4c(cccc24)C(=O)N3)CC1	-1.9	-0.2	-0.43	0.7	i	42	2.4	3.5	5.8	-6.4	1011	i	13	12%	31	-8	-2%	i
Cc1ccc(C(=O)N2CCCCCC2)cc1Br	-0.28	-0.3	0.22	1.3	i	6	1.9	0.2	46	-0.4	1123	i	2	1%	1	5	5%	i
CC(C)(C)c1cc(C(C)(C)C)cc(S(=O)(=O)CCc2ccccn2)c1	-0.51	-0.15	-0.43	0.69	i	14	4.3	2.1	8.8	x	x	i	3	-5%	16	1	1%	i
Cn1c(=O)c2c(nc(N3CCOCC3)n2CCc2ccccc2)n(C)c1=O	1.2	-0.16	1.2	-0.88	i	48	1.4	2.2	1.3	0.1	1028	i	-4	-6%	-12	0	-1%	i
CC(NC(=O)Nc1ccc2c(c1)OCO2)c1ccncc1 (stereo unspecified)	1.1	-0.28	0.53	-0.41	i	62	3.0	1.4	3.0	-0.1	1477	i	17	4%	0	-1	0%	i
Cc1ccc(NC(=O)CSc2nnc(NC(=O)c3ccco3)s2)cc1	-0.98	-0.1	-0.49	0.7	i	26	1.8	2.3	6.6	-3.0	1071	i	12	2%	1	0	1%	i
CC(C)NC(=O)CC1OC(=O)c2ccccc21 (stereo unspecified)	-0.78	-0.25	-0.11	1.2	i	21	0.7	1.7	11	x	x	i	-17	21%	-6	10	-3%	i
Cc1ccc(C(NC(=O)C(C)C)c2cc([N+](=O)[O-])c3cccnc3c2O)cc1 (stereo unspecified)	1	-0.11	0.48	-1.3	i	44	2.2	2.7	6.0	0.1	920	i	15	-11%	-15	-34	32%	u
CCOC(=O)Cc1nnc(NC(=O)COc2ccc(OC)cc2)s1	-1.4	-0.17	-0.48	1	i	58	1.9	1.6	6.4	-3.3	1194	i	9	4%	-2	-7	1%	i
CCOC(=O)c1ccc(N=NN(C)C)cc1	-0.9	-0.28	-0.077	0.56	i	19	x	x	x	0.0	1344	x	x	7%	x	x	15%	i

Compound activity (PubChem)
